# TDP-43 yeast inh: rescues yeast growth from TDP-43 toxicity. TDP-43 expressing yeast growth rescue, BacTiter-Glo, 24 h. Potency, µM (highest dose often 46.1 µM), for inactives: at the highest dose growth rescue (activation), hits mostly activators. 410,000 compounds, 1.8% hits. AID 652104; further: potency means the concentration at half of the fitted maximal effect; % of control where 0% means no effect; nearly all actives have a fitted effect of over 50% in size
#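 Yeast cells expressing TDP-43 under galactose induction are exposed to compounds for 24 hr at 30 deg C. BacTiter-Glo luminescence measures growth, so protective compounds score as activators.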
# GLP1R inv ag: acts as inverse agonist at human GLP-1 receptor. HEK293 GLP-1R CRE-luciferase, luminescence, 24 h; GLP-1R form is constitutively active. Potency, µM (top dose mostly 38.3 µM), without a hit: at the top dose activity change, negative = inhibition, hits mostly inhibitors. 410,000 compounds, 1.6% hits. AID 624417; further: potency means the concentration at half of the fitted maximal effect; on the % scale 0 is the no-effect control and ±100 the full control effect; nearly all actives have a fitted effect of over 55% in size
# Target sequence (P43220 whole entry, looked up): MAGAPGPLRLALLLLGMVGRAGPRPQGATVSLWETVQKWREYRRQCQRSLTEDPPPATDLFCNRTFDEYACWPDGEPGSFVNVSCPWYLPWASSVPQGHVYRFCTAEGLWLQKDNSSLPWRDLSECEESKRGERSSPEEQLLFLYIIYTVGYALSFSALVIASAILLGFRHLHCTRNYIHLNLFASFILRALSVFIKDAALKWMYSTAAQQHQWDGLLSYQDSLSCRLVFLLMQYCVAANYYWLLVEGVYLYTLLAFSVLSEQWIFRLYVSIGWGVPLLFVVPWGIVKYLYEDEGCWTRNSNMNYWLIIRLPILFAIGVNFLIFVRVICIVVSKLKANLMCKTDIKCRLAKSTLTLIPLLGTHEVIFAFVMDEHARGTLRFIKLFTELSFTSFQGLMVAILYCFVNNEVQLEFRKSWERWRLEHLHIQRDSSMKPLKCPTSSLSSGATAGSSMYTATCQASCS
#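 Readout was luciferase luminescence, measured 12 min after detection reagent at room temperature. Beforehand, GLP-1R reporter HEK293 cells had sat 12 h, then received compounds for 24 hr at 37 deg C.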
# PTHR1 ag: agonists of human PTHR1 parathyroid hormone receptor. Potency, µM (series often up to 115 µM), inactives show at the highest dose activation, most hits filed as activators. Q03431. 410,000 compounds, 0.075% hits. HEK293 GP2 PTHR1 cells, GloSensor cAMP luminescence, 1 h; further: potency means the concentration at half of the fitted maximal effect; nearly all actives have a fitted effect of over 55% in size; some results filed as inactive show a strong effect at the top dose; inactives centre near -15; many of its hits are not listed in these tables
# Target sequence (Q03431 whole entry, looked up): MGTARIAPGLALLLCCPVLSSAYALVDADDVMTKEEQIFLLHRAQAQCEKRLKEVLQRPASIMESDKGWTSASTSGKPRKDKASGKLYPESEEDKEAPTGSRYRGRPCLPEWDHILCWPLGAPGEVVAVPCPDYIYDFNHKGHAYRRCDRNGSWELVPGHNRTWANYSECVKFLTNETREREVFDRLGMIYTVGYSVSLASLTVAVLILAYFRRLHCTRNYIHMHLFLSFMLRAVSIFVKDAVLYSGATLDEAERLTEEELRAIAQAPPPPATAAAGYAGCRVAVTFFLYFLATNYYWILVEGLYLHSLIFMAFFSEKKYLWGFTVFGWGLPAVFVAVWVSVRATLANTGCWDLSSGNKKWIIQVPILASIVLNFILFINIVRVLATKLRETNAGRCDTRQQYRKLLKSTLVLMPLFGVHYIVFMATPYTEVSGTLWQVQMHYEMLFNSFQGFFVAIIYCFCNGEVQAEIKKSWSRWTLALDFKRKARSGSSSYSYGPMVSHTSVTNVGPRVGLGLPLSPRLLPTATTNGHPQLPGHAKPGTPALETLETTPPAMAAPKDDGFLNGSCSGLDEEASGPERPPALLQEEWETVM
#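 HEK-293-derived GP2 cells expressing PTHR1 and a GloSensor cAMP reporter, 3,000/well, plated overnight, given luciferin plus IBMX (each 0.5 mM as added) for 1 h at 37 °C, then compound for 1 h at 37 °C. Luminescence was read after 15 min at room temperature.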
# FUS yeast rescue: rescues growth of FUS-expressing yeast. 390,000 compounds, 0.24% hits. S. cerevisiae FUS-expressing, growth rescue, OD600, 24 h. Potency, µM (highest dose often 76.6 µM), inactives show at the top dose growth rescue (activation), hits mostly activators;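 further: potency means the concentration at half of the fitted maximal effect; plate controls were DMSO vehicle for no effect and reference control for full effect; nearly all actives have a fitted effect of over 55% in size; some results filed as inactive show a strong effect at the top dose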
#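 Restored growth of FUS-toxic S. cerevisiae, read as 600 nm absorbance after 24 h at 30C in galactose medium (starting OD 0.005). Controls CP55940 and DMSO.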
# HEK293 tox: cytotoxicity in counter-screen for GLP-1R inverse agonists; Potency, µM (highest dose often 38.3 µM), without a hit: at the highest dose activity change, negative = inhibition, most hits filed as inhibitors; 410,000 compounds, 0.13% hits; HEK293 cAMP-luciferase reporter cells, luminescence, 24 h;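 further: loss of luciferase light is scored as toxicity; potency means the concentration at half of the fitted maximal effect; on the % scale 0 is the no-effect control and ±100 the full control effect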
#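 Here, cytotoxicity is scored as loss of luminescence. The MLSMR collection was tested on cells seeded in medium containing 10% Nu serum, with a 24 hr compound exposure preceded by 12 hours of culture.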
# aSyn rescue: alpha-synuclein toxicity inhibition in yeast | Yeast expressing alpha-synuclein, growth rescue, BacTiter-Glo, 24 h | Potency, µM (highest dose often 46.1 µM), without a hit: at the highest dose growth rescue (activation), actives largely listed as activators | 370,000 compounds, 0.14% hits; further: potency means the concentration at half of the fitted maximal effect; % of control where 0% means no effect; nearly all actives have a fitted effect of over 65% in size
#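 Galactose-induced alpha-syn yeast (OD600=0.02, raffinose-pregrown) + pinned cpd, 24 hr, 30 deg C; growth by BacTiter-Glo luminescence. Growth restoration scores as activation.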
# Abeta rescue: A-beta toxicity reversal in yeast; yeast expressing A-beta42, growth rescue, OD600, 48 h; response scale: 0% DMSO, 100% iron-clioquinol control; Potency, µM (series often up to 46.1 µM), without a hit: at the top dose growth rescue, usual class: activators; 410,000 compounds, 0.063% hits; further: potency means the concentration at half of the fitted maximal effect; nearly all actives have a fitted effect of over 55% in size
#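 Growth rescue measured by 600 nm absorbance after 48 h yeast culture at 30 C with compound. Values normalized between DMSO and an equimolar ferric chloride plus clioquinol control.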
# Akt phos inh: blocks phosphorylation of Akt; Neuro2A IGF-stimulated pAkt S473 HTRF, 20 min; active compounds read low; activity change, % for hits at 50 µM; 360,000 compounds, 0.32% hits; AID 651550; in the data active means activity change below about -80%; inconclusive means mostly about -51% to -80%; further: on the % scale 0 is the no-effect control and ±100 the full control effect
#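 Neuro2A cells (4,500/well, DMEM with 0.5% FBS) were treated with compound at a single 50 µM final concentration, stimulated with 6 nM IGF for 20 min at 37 °C, and lysed. Phospho-Akt Ser473 was read by HTRF as 665/615 ratio ×10^4.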
# MmCpn inh: inhibitors of Methanococcus maripaludis chaperonin (MmCpn). AID 504842. 330,000 compounds, 0.031% hits. purified Mm-Cpn ATPase, ADP Transcreener TR-FRET. Potency, µM (series often up to 76.9 µM), for inactives: at the highest dose activity, negative = inhibition, hits mostly inhibitors; further: potency means the concentration at half of the fitted maximal effect; on the % scale 0 is the no-effect control and ±100 the full control effect; nearly all actives have a fitted effect of over 80% in size
#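 Purified archaeal Mm-CPN (25nM final) preincubated 10 min at 37degC with compound, then 10uM ATP for 30 min at 37degC; ADP measured by HTRF Transcreener TR-FRET; buffer 30 mM TRIS pH 7.4, 100mM KCl, 5mM MgCl2, 1mM DTT.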
# Numbers without * were called inactive; i = inactive; ? = inconclusive; / = not tested or not shown; [ ] = dose if it differs, or a comment. Unless noted, the call rests on the fitted dose curve; in most records, active means well fitted curve in the direction sought with a large enough effect; inconclusive means small, poorly fitted or top-dose-only effect, or another doubt; inactive means no such curve, though single readings can be large; an effect the other way counts as inactive or inconclusive. A portion of the library (hit frequency here may not be typical).
item	Compound	TDP-43 yeast inh	GLP1R inv ag	PTHR1 ag	FUS yeast rescue	HEK293 tox	aSyn rescue	Abeta rescue	Akt phos inh	MmCpn inh
1	CN(C)c1ncnc2c1ncn2C1OC(CO)C(O)C1O (configuration not stated)	-8%	71%[activator]	i	-11%	-21%	-4%	-3%	i	0%
2	Cc1ccc(C(=O)N(CC(=O)NC2CCCC2)Cc2cccs2)s1	5%	0%	-7%[57.5 µM]	14%	-11%	8%	11%	i	-5%
3	Cc1ccc(N2CCN(C(=O)C3CCN(S(=O)(=O)c4ccc5c(c4)oc(=O)n5C)CC3)CC2C)cc1 (configuration not stated)	-12%	0%	-9%	-6%	16%	/	-10%	/	/
4	O=C(O)C1CCCCC1C(=O)Nc1nccs1 (configuration not stated)	-12%	2%	i	15%	1%	0%	-10%	i	0%
5	O=C(O)c1cccc(NC(=O)c2cc(-c3cccc(Cl)c3)nc3ccccc23)c1	17%[9.22 µM]	7%[7.66 µM]	-89%[inhibitor]	?	6%[7.66 µM]	11%	2%	i	0%
6	COCCn1c(Cc2ccccc2)nnc1SCC(=O)N1CCCC1=O	11%	15%	-23%	-18%	-9%	1%	-5%	i	0%
7	Cc1cc(C(=O)CSc2nc(N)cc(N)n2)c(C)n1CC1CCCO1 (configuration not stated)	-15%	9%	-21%	?	0%	-6%	11%	i	3%
8	Cc1nn(-c2ccccc2)c(Cl)c1/C=N/NC(=O)c1cccnc1	-7%	26%	-1%	10%	0%	-3%	16%	i	-1%
9	Cc1ccc(C(c2nnnn2C2CCCCC2)N(C)C2CCCCC2)cc1 (configuration not stated)	-11%	3%	-4%[57.5 µM]	12%	-9%	-3%	24%	/	2%
10	COc1ccccc1OCC(=O)Nc1nc(-c2ccc(S(=O)(=O)N3CCOCC3)cc2)cs1	11%	6%	-17%	-4%	-22%	11%	-1%	i	/

# The last six records of the part above are carried over, then new ones follow.
item	Compound	TDP-43 yeast inh	GLP1R inv ag	PTHR1 ag	FUS yeast rescue	HEK293 tox	aSyn rescue	Abeta rescue	Akt phos inh	MmCpn inh
5	O=C(O)c1cccc(NC(=O)c2cc(-c3cccc(Cl)c3)nc3ccccc23)c1	17%[9.22 µM]	7%[7.66 µM]	-89%[inhibitor]	?	6%[7.66 µM]	11%	2%	i	0%
6	COCCn1c(Cc2ccccc2)nnc1SCC(=O)N1CCCC1=O	11%	15%	-23%	-18%	-9%	1%	-5%	i	0%
7	Cc1cc(C(=O)CSc2nc(N)cc(N)n2)c(C)n1CC1CCCO1 (configuration not stated)	-15%	9%	-21%	?	0%	-6%	11%	i	3%
8	Cc1nn(-c2ccccc2)c(Cl)c1/C=N/NC(=O)c1cccnc1	-7%	26%	-1%	10%	0%	-3%	16%	i	-1%
9	Cc1ccc(C(c2nnnn2C2CCCCC2)N(C)C2CCCCC2)cc1 (configuration not stated)	-11%	3%	-4%[57.5 µM]	12%	-9%	-3%	24%	/	2%
10	COc1ccccc1OCC(=O)Nc1nc(-c2ccc(S(=O)(=O)N3CCOCC3)cc2)cs1	11%	6%	-17%	-4%	-22%	11%	-1%	i	/
11	CSC1=NC(C(Cl)(Cl)Cl)N=C(c2ccc(C)cc2)N1 (configuration not stated)	?	?	i	2%	-20%	2%	11%	i	1%
12	O=C(Nc1cccc2ccccc12)c1csc([C@@H]2O[C@H](CO)[C@H](O)[C@H](O)[C@H]2O)n1	22%	10%	0%	-24%	1%	?	-8%	i	/
13	CCC(OC(=O)CC1Sc2ccccc2NC1=O)C(=O)NCC1CCCO1 (configuration not stated)	-15%	2%	14%[57.5 µM]	1%	19%	0%	-10%	i	-2%
14	COc1cccc(N2CCN(C(=O)c3cccc(NC(=O)c4nsc5ccccc45)c3)CC2)c1	?	?	-41%[inhibitor]	35%	-10%	/	8%	/	/
15	CC(=O)NC1=NN(C(C)=O)C(c2sccc2C)S1 (configuration not stated)	1%	-18%	i	32%	-4%	-4%	-3%	i	1%
16	COc1ccc(NC(=O)CCCCCN2C(=O)c3ccccc3C2=O)c(OC)c1	11%	-15%	-9%	0%	-28%	0%	3%	i	0%
17	O=c1oc2ccccc2c(Nc2cc3ccccc3cc2O)c1[N+](=O)[O-]	-7%	?	-91%[inhibitor]	?	?	-10%	-2%	i	2%
18	CCc1ccccc1NC(=O)c1cnc2sc(N3CCCC3)nn2c1=O	12%	-8%	22%	3%	5%	/	-9%	/	/
19	O=C(CCC(=O)N1CCCC1)Nc1nnc(C2CCCCC2)s1	-18%	0%	i	15%	1%	-1%	-4%	i	0%
20	Cc1ccc2c(c1)c1c3n2CC(=C2C(=O)OC(C)(C)OC2=O)NC3CCC1 (configuration not stated)	5%	-28%	-27%	35%	8%	29%	-12%	i	1%
21	COc1ccc(-c2cccc(NS(=O)(=O)c3cc(C)c(OC)c(C)c3C)c2)nn1	?	-15%	-37%[inhibitor]	?	-2%	/	-2%	/	/
22	CC1CC(C)CN(C(=O)COc2ccc([N+](=O)[O-])cc2Cl)C1 (configuration not stated)	?	?	-36%[inhibitor]	-17%	6%	-2%	12%	i	-6%
23	N#Cc1c(NC(=S)NC(=O)Cc2cccs2)sc2c1CCCCC2	0%	-14%	-21%[57.5 µM]	?	-26%	0%	-4%	i	-2%
24	COC(=O)c1ccc(Cn2cnc3nc4c(cc3c2=O)CCCC4)cc1	6%	13%	-33%	-17%	4%	/	-14%	/	/
25	Cc1nc(/C(N)=N/OC(=O)c2ccc(Cl)cc2)c(C(F)(F)F)o1	?	7%	i	-30%	-2%	0%	-40%[inhibitor]	i	0%
26	CCOC(=O)CN1C(=O)S/C(=C/c2ccc(N3CCCCC3)o2)C1=O	3%	21%	i	-8%	-16%	14%	-22%	i	-4%
27	CC1(C)CC(=O)C2=C(C1)OC(N)=C(C#N)C2c1ccc[nH]1 (configuration not stated)	6%[9.22 µM]	-27%[7.66 µM]	i	42%	-27%[7.66 µM]	2%	-10%	i	-4%
28	CCc1nc2c(nnn2Cc2ccc(F)cc2)c(=O)[nH]1	0%	4%	-6%[57.5 µM]	-22%	-23%	3%	2%	i	-1%
29	COc1ccc(CNC(=O)COC(=O)C2CCC(C(C)(C)C)CC2)cc1 (configuration not stated)	?	-23%	-44%[inhibitor]	/	-2%	0%	25%	i	0%
30	Cc1c(C(=O)N(Cc2ccc(N(C)C)cc2)CC2CCCO2)oc2ccc(Br)cc12 (configuration not stated)	-20%	0%	-28%	10%	-6%	/	-2%	/	/
31	O=C(O)c1ccc(-n2c(/C=C\c3ccc(O)cc3)nc3ccccc3c2=O)cc1	8%	29%	20%	27%	6%	/	-23%	/	/
32	CCOc1ccc(NC(=O)c2ccc(S(=O)(=O)N(C)C)cc2)cc1	16%	3%	-51%[inhibitor]	-21%	-5%	-2%	-20%	i	0%
33	O=C(CN1C(=O)COc2ccc(Cl)cc21)NC1CC1	16%	4%	i	-16%	4%	-5%	3%	i	-4%
34	CC(=O)Nc1cc(C(N)=O)c(Cl)cc1Cl	-8%	-2%	-1%[57.5 µM]	1%	10%	2%	16%	i	-9%
35	Cc1nc(C)c(-c2ccc(SCC(=O)Nc3ccccc3)nn2)s1	9%	82%[activator]	-31%[inhibitor]	16%	1%	1%	-7%	i	-13%
36	O=S1(=O)CCN(CCc2ccccc2)CC1	11%	10%	i	-17%	5%	1%	7%	i	/
37	COCCn1c(=O)[nH]c2cc(C(=O)NC3CCCCCC3)ccc2c1=O	0%	-4%	i	-5%	4%	-4%	-15%	i	0%
38	COC(=O)CN=C1OC(=O)N2C(=O)C3=C4[C@@H](C[C@H]5C(=O)N(c6ccccc6)C(=O)[C@H]5[C@H]4[C@@]12Cc1ccccc1)[C@H]1C(=O)N(c2ccccc2)C(=O)[C@H]1[C@H]3C	1%	6%	-13%	?	4%	4%	1%	i	-2%
39	CCN(CC(=O)Nc1cc(Cl)ccc1C)C(=O)c1cc(S(=O)(=O)N2CCCCCC2)ccc1OC	4%	26%	i	12%	10%	2%	?	i	-1%
40	NS(=O)(=O)c1ccc(NC(=O)c2ccc(Cl)c(S(=O)(=O)NCc3ccco3)c2)cc1	7%	-1%	-21%	2%	0%	-1%	1%	i	4%

# Brought forward from above: two compounds; new compounds follow.
item	Compound	TDP-43 yeast inh	GLP1R inv ag	PTHR1 ag	FUS yeast rescue	HEK293 tox	aSyn rescue	Abeta rescue	Akt phos inh	MmCpn inh
39	CCN(CC(=O)Nc1cc(Cl)ccc1C)C(=O)c1cc(S(=O)(=O)N2CCCCCC2)ccc1OC	4%	26%	i	12%	10%	2%	?	i	-1%
40	NS(=O)(=O)c1ccc(NC(=O)c2ccc(Cl)c(S(=O)(=O)NCc3ccco3)c2)cc1	7%	-1%	-21%	2%	0%	-1%	1%	i	4%
41	CC(C)C[C@H]1CN=C(Nc2ccccc2)N1CCC1CCCCC1	13%	-25%	-12%	13%	-21%	1%	8%	i	1%
42	O=S(=O)(NCC(c1ccccc1)N1CCc2ccccc21)c1ccccc1 (configuration not stated)	?	?	i	24%	-7%	/	-17%	/	/
43	O=C(c1cc(S(=O)(=O)N2CCCCC2)c(Cl)cc1N1CCOCC1)N1CCOCC1	-6%	12%	i	11%	-4%	2%	-12%	i	0%
44	COC(C/C=C/[C@H](O)[C@H](C)OCc1ccccc1)OC	11%	1%	-7%	-20%	3%	-2%	-6%	i	/

# High-throughput results deposited in PubChem by National Center for Advancing Translational Sciences (NCATS).
